GAA inhib = qHTS Assay for Inhibitors of Human alpha-Glucosidase as a Potential Chaperone Treatment of Pompe Disease | Lysosomal alpha-glucosidase (Homo sapiens), P10253 | purified human GAA, 4-MU-alpha-glucoside fluorescence | Potency, µM (series often up to 76.9 µM), inactives show at the top dose activity change, negative = inhibition, usual class: inhibitors | actives 0.005% (n = 200,000) | AID 1466, 2008;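 further: potency means the concentration at half of the fitted maximal effect; plate controls were uninhibited enzyme wells for no effect and no-enzyme background for full effect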
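Fluorescence at Ex 365/Em 440 nm from 4-methylumbelliferone reported enzyme activity after 20 min at room temperature. Reactions used 4 nM enzyme and 400 uM substrate at pH 5.0; curves fitted with the Hill equation.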
CBFb-RUNX1 inh = qHTS Assay for Compounds Blocking the Interaction Between CBF-beta and RUNX1 for the Treatment of Acute Myeloid Leukemia | Runt-related transcription factor 1 (Homo sapiens) + Core-binding factor subunit beta … | AlphaScreen CBFb-His/RUNX1-biotin binding, biochemical | Potency, µM (series often up to 59.8 µM), for the others: at the highest dose activity, negative = inhibition, most hits filed as inhibitors | 230,000 tested, under 10 active | AID 1477, 2009; further: % of control where 0% means no effect
Target sequence (Q01196 whole entry, looked up): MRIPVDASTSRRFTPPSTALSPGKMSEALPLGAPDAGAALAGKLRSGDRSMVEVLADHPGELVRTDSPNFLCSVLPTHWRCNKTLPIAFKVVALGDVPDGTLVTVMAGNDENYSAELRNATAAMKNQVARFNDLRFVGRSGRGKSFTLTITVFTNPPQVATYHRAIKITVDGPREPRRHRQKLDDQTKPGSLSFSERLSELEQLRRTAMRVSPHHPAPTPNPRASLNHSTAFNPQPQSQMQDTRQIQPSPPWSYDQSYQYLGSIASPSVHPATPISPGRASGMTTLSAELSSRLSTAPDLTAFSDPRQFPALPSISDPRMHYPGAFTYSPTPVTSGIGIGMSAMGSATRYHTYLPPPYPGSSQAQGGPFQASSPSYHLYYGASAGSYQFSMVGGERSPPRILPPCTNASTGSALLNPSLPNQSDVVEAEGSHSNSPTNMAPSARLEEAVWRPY
Target sequence (Q13951 whole entry, looked up): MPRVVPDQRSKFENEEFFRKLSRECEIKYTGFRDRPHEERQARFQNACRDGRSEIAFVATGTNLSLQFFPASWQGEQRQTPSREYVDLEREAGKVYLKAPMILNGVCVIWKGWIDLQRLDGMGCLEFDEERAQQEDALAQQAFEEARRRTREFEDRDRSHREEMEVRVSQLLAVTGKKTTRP
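Read-out: AlphaScreen. Format: His-CBF-beta with biotinylated RUNX1 (30 nM each) preincubated 20 min, compound 15 min, Ni-chelate plus streptavidin beads 90 min; room temperature throughout.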
HTT cytoprotect = qHTS Multiplex Assay to Identify Dual Action Probes in a Cell Model of Huntington: Cytoprotection (ATP). PC12 HTT-Q103 induced, cytoprotection, ATP luminescence, 40 h. actives 0.14% (n = 230,000). Potency, µM (doses to about 56.4 µM), for inactives: cytoprotection (ATP increase), usual class: activators;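 further: potency means the concentration at half of the fitted maximal effect; % of control where 0% means no effect; nearly all actives have a fitted effect of over 45% in size; toxic huntingtin expression switched on by the ecdysone agonist tebufenozide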
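Rat PC12, Q103 Htt exon1-GFP fusion, ecdysone promoter; tebufenozide inducer 100 nM final; compound titration; qHTS, 1500 cells/well; ATPlite luminescent read.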
GAA spleen mod = qHTS Assay for Inhibitors and Activators of Human alpha-Glucosidase From Spleen Homogenate; Potency, µM (titrated, usually from 79.9 µM), without a hit: at the top dose activity change, negative = inhibition, hits mostly inhibitors; actives 0.006% (n = 240,000); AID 2112, 2009; Lysosomal alpha-glucosidase (Homo sapiens), P10253; human spleen homogenate, 4-MU-alpha-glucoside fluorescence;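 further: potency means the concentration at half of the fitted maximal effect; 0% = enzyme with vehicle and -100% = no enzyme basal signal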
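Human spleen homogenate (1 ug) incubated with compounds and 1 mM 4-methylumbelliferyl-alpha-D-glucopyranoside in pH 5.0 citrate/phosphate buffer, 37 C, 40 min. Stopped at pH 10; 4-MU fluorescence (Ex 365/Em 440 nm); AC50 by Hill fit.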
GAA glycogen = qHTS Assay for Inhibitors and Activators of Human alpha-Glucosidase Cleavage of Glycogen; actives 0.38% (n = 300,000); recombinant GAA, glycogen substrate, Amplex Red glucose oxidase fluorescence; Lysosomal alpha-glucosidase (Homo sapiens), P10253; Potency, µM (doses to about 76.4 µM), for the others: top-dose activity change, negative = inhibition, most hits filed as inhibitors;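 further: potency means the concentration at half of the fitted maximal effect; 0% = full enzyme reaction and -100% = no-enzyme basal signal; the screen sought inhibitors and activators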
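Recombinant enzyme (4 nM final) with compounds titrated up to 77 uM and bovine liver glycogen (30 ug) in citrate pH 5.0, 0.01% Tween-20, 37 C 40 min. Released glucose detected by Amplex Red/glucose oxidase (Ex 573/Em 610); AC50 from Hill fits.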
Lamin A splicing = qHTS Assay for Modulators of Lamin A Splicing | actives 0.01% (n = 200,000) | HeLa LMNA splicing GFP/RFP minigene ratio, 48 h | Potency, µM (doses to about 46.1 µM), for inactives: at the top dose ratio change, negative = inhibition, most hits filed as inhibitors | AID 1487, 2009; active means well fitted inhibition curve with a large enough effect in the signal ratio, with a control signal flat, not every such curve was filed as active; inconclusive means small, poorly fitted or top-dose-only effect, or effect the other way, or a change in a side signal; the % refers to the signal ratio; further: potency means the concentration at half of the fitted maximal effect; on the % scale 0 is the no-effect control and ±100 the full control effect
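S3 HeLa stable clones carrying a lamin A-EGFP splicing minigene plus DsRed2 were seeded at 600 cells/well in Opti-MEM with 2% FBS, pin-dosed and incubated 48 h at 37°C. Acumen cytometry (488 nm) gave the GFP/RFP total-intensity ratio.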
HTT aggregate = qHTS Multiplex Assay to Identify Dual Action Probes in a Cell Model of Huntington: Aggregate Formation (GFP); Potency, µM (top dose mostly 46.1 µM), inactives show at the highest dose activity change, negative = inhibition, actives largely listed as inhibitors; PC12 HttQ103-GFP aggregates, Acumen cytometry, 40 h; actives 1.1% (n = 220,000); AID 1688, 2009; further: potency means the concentration at half of the fitted maximal effect; on the % scale 0 is the no-effect control and ±100 the full control effect; nearly all actives have a fitted effect of over 60% in size
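PC12 cells with ecdysone-inducible HTT exon1 Q103-GFP, induced by 100 nM tebufenozide, given compounds in a concentration series. GFP aggregates (1–25 um, 6 SD above background) counted in lysates by laser-scanning cytometry, 488 nm excitation.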
Active calls of the source: *; ? = inconclusive; . = no result given; [ ] = dose if it differs, or a comment. Unless noted, the call rests on the fitted dose curve; in most records, active means well fitted curve in the direction sought with a large enough effect; inconclusive means small, poorly fitted or top-dose-only effect, or another doubt; inactive means no such curve, though single readings can be large; an effect the other way counts as inactive or inconclusive. Compounds as they come; 1.5% or so of the library scored in one or more.

Results follow in this order: GAA inhib | CBFb-RUNX1 inh | HTT cytoprotect | GAA spleen mod | GAA glycogen | Lamin A splicing | HTT aggregate
- O=C(CCN1C(=O)COc2ccccc21)N1CCN(c2ccccc2)CC1
→ -2% | 1% | 31% | -4% | -6% | . | 13%
- CCOC(=O)c1sc(C(=O)OCC)c(OCCO)c1OCCO
→ ? | -1% | 2% | 2% | 6% | 4% | 4%
- COc1cc(C2Nc3ccccc3C(=O)N2c2ccccc2OC)ccc1O (centres undefined)
→ -4% | -3% | -6% | 7% | -16% | 8% | -7%
- Cc1cc(O)c(C(C[N+](=O)[O-])c2ccc(Cl)cc2)c(=O)o1 (centres undefined)
→ -6% | 2% | 6% | -23% | -8% | -13% | 9%
- O=C(NNc1c(Cl)cc(Cl)cc1Cl)C1CCC1
→ 6% | 4% | . | -14% | 2% | ? | 2%
- O=C(O)c1ccccc1
→ . | 4%[21.7 µM] | 6% | 2% | . | . | .
- CC(C)NC(=O)c1ccc(-n2c(=S)[nH]c3ccccc3c2=O)cc1
→ 0% | 5% | -11%[10 µM] | -1% | 28% | ? | -14%[9.22 µM]
- COc1ccc(OC)c(C(=O)CSc2nnc(-c3cccnc3)n2C)c1
→ 2% | 1% | 0% | -5% | 5% | ? | 10%
- COc1ccc(NC(=O)C2CCN(c3nnnn3-c3ccccc3)CC2)cc1
→ -7% | 1% | -2% | 3% | 1% | -9% | 13%
- C=CCNC(=S)NNC(=O)Cn1c(-c2ccccc2)cc(=O)n2ncnc12
→ . | 7% | -11%[10 µM] | 0% | -16% | . | 8%[9.22 µM]
- CC(CC(C)C(=O)Nc1ccccc1C(C)(C)C)C(=O)O (centres undefined)
→ -3% | 2% | -5%[1.9 µM] | -10% | 1% | -7% | -6%
- CC(C)Oc1cccc(C(=O)C2CCCN(C(=O)c3noc4c3CCCC4)C2)c1 (centres undefined)
→ . | 18% | 6%[10 µM] | -3% | -8% | . | 7%[9.22 µM]
- Cc1cc(/C=N/n2cnnc2)c(C)n1-c1ccc2c(c1)OCO2
→ 5% | -4% | -3% | -10% | -6% | 13% | -23%
- CCC(C)(C)n1nnnc1C(c1ccc(O)c(OC)c1)N1CCc2ccccc2C1 (centres undefined)
→ -3% | -1% | -22% | -7% | -21% | -5% | -12%
- CCCCCNC(=O)c1cc(S(=O)(=O)N2CCCC2)ccc1F
→ 0% | 9% | . | 3% | 1% | -3% | 17%
- Cc1cn(-c2ccc(Br)cc2)[nH]c1=O
→ 2% | 6% | -1%[10 µM] | 1% | 6% | -8% | 3%
- COc1ccc(-c2n[nH]c(=S)n2N)c(OC)c1
→ 0% | -2% | -35%[inhibitor] | -6% | -5% | -6%[46 µM] | 21%
- Cn1cccc1Cc1nnc(SCC(=O)N2CCCc3ccccc32)n1-c1ccc(F)cc1
→ 1% | -14% | 14% | -4% | 0% | -6% | ?
- CCOC(=O)C1CSc2[nH]c(=O)sc2C1c1ccccc1 (centres undefined)
→ -12% | -3% | -19% | -1% | 27% | 0% | 18%
- Cn1c(CN2CCCC2)nc2cc(NC(=O)COc3ccccc3)ccc21
→ 0% | -8% | -17% | 3% | 7% | 8% | 2%
- Cn1c(=O)n(C)c2cc([N+](=O)[O-])c(N3CCN(C(=O)c4ccc(F)cc4)CC3)cc21
→ 8% | 1% | 14%[10 µM] | 2% | -9% | ? | ?
- CCOCC(=O)Nc1nnc(COC)s1
→ -3% | 21% | -12%[10 µM] | -2% | 2% | 1% | -28%
- CCCCn1nnc(NC(=S)NC(=O)c2cccs2)n1
→ -5% | -5% | 7%[10 µM] | -1% | -20% | -9% | 11%
- CCOc1cccc(=O)c2c(C)n(CC3CCCO3)c(C)c12 (centres undefined)
→ -4% | -16% | -1% | -22% | 12% | 1% | 12%
- CNc1c([N+](=O)[O-])cnn1-c1ccccc1F
→ -9% | 0% | -49%[inhibitor][1.9 µM] | -7% | 16% | ? | 14%[9.22 µM]
- COc1ccccc1N(C)S(=O)(=O)c1ccc(C(=O)NC2CCCCCC2)cc1
→ . | 10% | -7%[10 µM] | -3% | -12% | . | 21%[9.22 µM]
- COc1cccc(NC(=O)c2ccc3c(c2)N(CC(=O)N2CCCCC2)C(=O)C(C)(C)O3)c1
→ 0% | -1% | -27%[10 µM] | -3% | 0% | 1% | -15%
- Cc1cccc(NC(=O)c2cc(-c3ccccn3)nc3ccccc23)c1C
→ 10% | -2% | -9%[10 µM] | 4% | 8% | . | 7%
- CCOc1ccc(N(CC)C(=O)CCNC(=O)Cn2ccc3ccccc3c2=O)cc1
→ -1% | -3% | 13% | 1% | -4% | 12% | 2%[9.22 µM]
- CCOC(=O)C1(Cc2ccccc2C(F)(F)F)CCN(CC(O)CO)CC1 (centres undefined)
→ . | 10% | 9%[10 µM] | -6% | -13% | . | -10%[9.22 µM]
- O=C(Nc1ccc(C(=O)O)cc1)Nc1ccc(F)cc1F
→ 5% | 3% | -5% | -5% | -7% | . | 6%
- CN(C)S(=O)(=O)c1ccc2c(c1)nc(CCC(=O)NCc1ccc(Cl)cc1)n2C
→ 1% | -1% | 0.63µM* | -1% | 2% | . | ?
- CCOc1c(Cl)cc(/C=N/NC(N)=S)cc1OC
→ 7% | 13% | . | -14% | -5% | ? | ?
- CCN(CC)S(=O)(=O)c1cccc(C(=O)NCCCn2ccnc2)c1
→ . | 1% | 0%[10 µM] | -3% | 4% | . | -26%[9.22 µM]
- Cc1ccc(-c2cnc(NC(=O)c3cccc(Br)c3)s2)c(C)c1
→ -3% | 10% | -19% | -3% | 0% | ? | -14%
- Cc1c(CN(C)C(=O)CSc2nc(-c3ccco3)cc(C(F)(F)F)n2)cnn1C
→ -3% | 4% | -26%[10 µM] | 7% | -5% | 9% | -20%
- N/C(=N\OC(=O)c1ccc(Cl)cc1Cl)c1cccnc1
→ -16% | 5% | -32%[10 µM] | 0% | 12% | . | -7%[9.22 µM]
- CC(C)C(NC(=O)c1ccc(C(C)(C)C)cc1)C(=O)Nc1cccc(S(N)(=O)=O)c1 (centres undefined)
→ -7% | -8% | -46%[inhibitor] | -1% | -9% | ? | -22%
- COc1ccc(N2CCN(c3ncnc4c3cnn4-c3ccc(C)cc3C)CC2)cc1
→ -1% | 5% | 18%[0.074 µM] | -4% | -12% | -15% | 13%
- COc1ccccc1NC(=S)NC(=O)C(C)(C)C
→ -12% | -22% | -4% | 4% | -3% | ? | 7%
- CO[C@@H]1COC(=O)C/C=C\[C@H](C)COC(=O)[C@H](C)NC(=O)C/C=C\[C@H]1C
→ . | -11%[13.1 µM] | -4%[10 µM] | -1%[17.4 µM] | . | . | .
- Clc1ccc(CNCCC2=CCCCC2)cc1
→ -3% | 4% | 9% | -5% | 9% | 14% | -2%
- O=C(NCc1cccnc1)c1cc2ccccc2oc1=O
→ -15% | -1% | 6%[10 µM] | 4% | -10% | -10% | 3%
- COC(=O)c1cc(NC2c3ccccc3C(=O)N2Cc2ccco2)cc(C(=O)OC)c1 (centres undefined)
→ 2% | -2% | -25% | 5% | -2% | 4% | 16%
- COCCOC(=O)C1=C(C)OC(N)=C(C#N)C1c1ccc2c(c1)OCO2 (centres undefined)
→ -13% | -2% | 14% | 14% | -21% | 8% | ?
- COc1cc2nc(SCc3c(C)noc3C)n(CCC3=CCCCC3)c(=O)c2cc1OC
→ -9% | 2% | 3%[10 µM] | -2% | -9% | -10% | 20%[9.22 µM]
- COC(=O)CC1C(=O)NCCN1C(=O)c1sc2ccccc2c1Cl (centres undefined)
→ . | 5% | 21%[10 µM] | -1% | 3% | . | 14%[9.22 µM]
- COc1ccc(-n2cc(-c3ccccc3)c3c(NCCCN4CCOCC4)ncnc32)cc1
→ -4% | 0% | -3% | -17% | -10% | -16%[46 µM] | ?
- Cc1cc(=O)n(C(NC(=O)c2ccccc2)C(=O)c2ccccc2)cn1 (centres undefined)
→ 2% | -4% | -9%[10 µM] | -6% | -1% | 1% | -1%
- Cc1ccc(C)c(S(=O)(=O)NCCOc2nc(NC(C)C)nc(NC(C)C)n2)c1
→ 1% | 3% | 2% | 3% | 0% | 3% | 28%[9.22 µM]
- Nc1ccc2nn(-c3ccc(Cl)cc3)nc2c1
→ . | ? | -1%[10 µM] | 2% | -6% | . | -22%[9.22 µM]
- COc1ccc(-n2c(SC)nc(O)cc2=O)cc1
→ -12% | 0% | -9%[10 µM] | 0% | 9% | 9% | 0%
- Cc1ccc(CN=c2c([N+](=O)[O-])nn(-c3cccc(Cl)c3)n2O)cc1
→ -12% | ? | 2%[10 µM] | -2% | ? | ? | -23%
- CC(=O)CC(C)(C)S(=O)(=O)c1ccc(NC(C)=O)cc1
→ 5% | 3% | 28%[10 µM] | 2% | 2% | -7% | 20%
- Cc1ccsc1/C=N/n1c(-c2ccccc2)n[nH]c1=S
→ 3% | -4% | -8%[10 µM] | -4% | -3% | 2% | 5%
- O=C(NCc1cccc(CNC(=O)c2ccco2)c1)c1ccco1
→ -3% | -1% | 0% | 5% | 10% | -10% | 8%
- Cc1cc(C)c2c(NC(=O)C3CC3)nn(C)c2n1
→ 5% | 3% | 5%[10 µM] | -3% | 0% | 3%[46 µM] | -10%
- O=C(CO/N=C/c1ccccc1O)N1CCc2ccccc21
→ 3% | 7% | 9%[10 µM] | 10% | -4% | -3% | 4%
- CCOc1ccc(/C(O)=C2/C(=O)C(=O)N(CCOCCO)C2c2ccccn2)cc1 (centres undefined)
→ -12% | 6% | 3%[0.074 µM] | -21% | 6% | 5% | 5%
- CCCc1cc(Nc2cccc(OC)c2)n2ncnc2n1
→ 2% | 0% | -4%[10 µM] | -6% | 1% | -8% | 11%
- O=C(NCc1ccco1)c1cc(-c2cccnc2)nc2ccc(Cl)cc12
→ -11% | -3% | -3% | 0% | 3% | -10% | -8%
- CCOc1ccc(CC(=NCCc2ccccc2)C2=C(O)CC(C)(C)CC2=O)cc1OCC
→ -2% | -3% | ? | -5% | 2% | -3% | 6%

Assay outcomes: PubChem, National Center for Advancing Translational Sciences (NCATS)
